# S1P3 antag – antagonists of human S1P3 receptor; inhibition, % at 4.98 µM; CHO S1P3 NFAT-BLA reporter, FRET fluorescence, antagonist mode; 170,000 compounds, 0.27% hits;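 active means inhibition above the plate cutoff, the mean inhibition of test wells on that plate plus 3 SD, cut at about 28% in these data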;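 further: cells challenged with S1P at its EC80 of 0.8 µM; blue over green emission ratio from cleaved BLA substrate after 4 h stimulation; 0% = S1P-stimulated wells and 100% = unstimulated DMSO-only wells; some compounds past the cut are filed as inactive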
# Target sequence (Q99500 whole entry, looked up): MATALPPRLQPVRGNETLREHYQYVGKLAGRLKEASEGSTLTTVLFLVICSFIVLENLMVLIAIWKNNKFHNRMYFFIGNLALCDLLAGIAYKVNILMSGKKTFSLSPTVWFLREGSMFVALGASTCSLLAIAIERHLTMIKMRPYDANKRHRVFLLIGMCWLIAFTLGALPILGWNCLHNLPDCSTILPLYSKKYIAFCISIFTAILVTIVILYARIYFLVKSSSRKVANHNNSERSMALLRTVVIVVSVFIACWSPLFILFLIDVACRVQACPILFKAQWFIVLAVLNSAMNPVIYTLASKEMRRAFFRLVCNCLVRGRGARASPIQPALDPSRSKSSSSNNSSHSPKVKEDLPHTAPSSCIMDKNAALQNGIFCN
# Numbers without * were called inactive. Not all compounds are listed. The share of hits here may be higher or lower than overall.
Molecule	S1P3 antag
COC(=O)C1C(O)=C(C(C)=Nc2cccc3ccccc23)C(=O)CC1(C)C (stereo not drawn)	-25.4
CCOC(=O)N1CCN(C(=O)COc2ccc(S(=O)(=O)NC(C)C)cc2)CC1	-28.1
Cc1ccc(CNS(=O)(=O)c2ccc(C(F)(F)F)cc2)n1C	-5.2
Oc1c(C=Nc2ccccc2Cl)[nH]c2ccccc12	-8.0
CSc1nc(C)nc(C2CC2)c1C#N	1.2
O=C(/C=C/c1ccco1)NCc1ccco1	-2.3
Clc1ccc(-c2cc(-c3ccccn3)on2)c(Cl)c1	-0.7
CCOc1ccc(S(=O)(=O)NCCC(=O)OCC(=O)Nc2cc(C)on2)cc1	-4.9
CCOc1ccccc1NC(=O)Nc1cccc(NC(C)=O)c1	7.0
Cc1nc(C)c(C(=O)N/N=C/c2cc(Br)ccc2O)s1	-5.0
COc1ccc(NC(=O)O/N=C/c2c(C)nn(C(C)(C)C)c2C)cc1	-10.6
COc1ccc(C(=O)C2CCCN(C(=O)c3cnsn3)C2)c(C)c1 (stereo not drawn)	8.8
Nc1n[nH]c(CO)n1	3.8
O=C(Nc1ccc(O)c(C(=O)O)c1)Oc1ccccc1	5.4
CCOC(=O)c1oc2nc(CC(C)C)c3c(c2c1N)CCCC3	-0.5
Cc1cnn(Cc2cccnc2)c1N	-14.2
O=C(N/N=C/c1ccccn1)c1cccnc1	-8.3
CC(C)(C(N)=O)c1ccccc1	1.4
CN1CCc2c(sc3c2c(=O)n(-c2ccccc2)c2nnc(SCc4ccccc4F)n32)C1	-8.8
COc1cc(/C=C/C(=O)OCC(=O)N2CC(=O)Nc3ccccc32)ccc1O	4.1
O=C(Cc1nn[nH]n1)Nc1ccc(F)cc1F	-16.1
COc1ccc(/C=N/Nc2nn3cnnc3c3ccccc23)cc1	2.2
COCC(C)n1c(C)cc(C(=O)COC(=O)c2c(NC(C)=O)sc(C)c2C)c1C (stereo not drawn)	2.3
CC(C)c1nc2oc3c(=O)[nH]cnc3c2c2c1COC(C)(C)C2	-15.9
CNC(=S)N1N=C2c3ccccc3CCC2C1c1ccccc1Cl (stereo not drawn)	-3.0
O=C(COC(=O)c1ccc(S(=O)(=O)Nc2ccccc2)cc1)NCC1CCCO1 (stereo not drawn)	8.3
CC1(NC(=O)Nc2ccccc2)CCS(=O)(=O)C1 (stereo not drawn)	-1.3
CC(C)Oc1ccc(C2/C(=C(/O)c3ccc(F)cc3)C(=O)C(=O)N2CCCN(C)C)cc1 (stereo not drawn)	-0.4
C/C(=N/NC(=O)CN1CCN(S(=O)(=O)c2ccc(C)cc2)CC1)c1cccc(O)c1	8.5
CCN(CC)CCN1C(=O)C(=O)/C(=C(/O)c2ccc(OC(C)C)cc2)C1c1cccs1 (stereo not drawn)	-6.0
O=C(Nc1cnccc1C(F)(F)F)NC1CCCCC1	-9.2
O=C(c1ccc(F)cc1F)C1CCN(c2ccc([N+](=O)[O-])cn2)CC1	5.0
Cc1cc(Br)ccc1SCC(=O)OCC(=O)c1c(N)n(C)c(=O)n(C)c1=O	-1.1
CC1(c2ccccc2)NC(=O)N(NC(=O)CSc2n[nH]c(N)n2)C1=O (stereo not drawn)	6.4
O=C(COC(=O)c1ccccc1O)Nc1cc([N+](=O)[O-])ccc1Cl	2.4
CC(=O)n1cc(N(C(=O)CCl)c2ccc([N+](=O)[O-])cc2)c2ccccc21	-9.7
CCc1ccc(CN2CCCC(CCC(=O)N3CCN(c4ccccn4)CC3)C2)o1 (stereo not drawn)	-4.3
Cc1nc(N2CCOCC2)nc(Oc2ccccc2F)c1[N+](=O)[O-]	15.9
Nc1nnc(/C=C/c2ccccc2Cl)s1	-0.5
Cc1ccc(S(=O)(=O)NNC(=O)c2c(O)c3ccccc3[nH]c2=O)cc1	-9.6
Nc1ccc(NC(=S)Nc2ccccc2)cc1	-12.4
Cc1ccc(-c2nn(CC(=O)NN3CCOCC3)c(=O)c3ccccc23)cc1	-2.3
O=C(CC1C(=O)NCCN1Cc1ccc(Cl)c(F)c1)NCCc1cccnc1 (stereo not drawn)	5.6
Cc1cc(C(=O)NCc2ccc(F)cc2)n(-c2ccccc2)n1	-19.3
CCS(=O)(=O)N1CCN(c2ccnc3cc(Cl)ccc23)CC1	0.3
Cc1c(-c2nc(-c3ccncc3)no2)cccc1[N+](=O)[O-]	-18.8
c1ccc(-c2cc(-c3nc(-c4cccnc4)no3)c3ccccc3n2)cc1	-27.2
CCCOc1ccc(C2C3=C(Nc4nc(N)[nH]c(=O)c42)c2ccccc2C3=O)cc1 (stereo not drawn)	-10.5
CCOP(=O)(OCC)/C(C#N)=C/c1ccc(-c2ccc(F)cc2F)o1	0.2
O=C(N=C1N=C2C=CC=CN2Cc2ccccc21)c1ccc(S(=O)(=O)N2CCCC2)cc1	-12.0
O=C(/C=C/c1cccs1)Nc1nncs1	-5.3
CCn1c(SCC(=O)N/N=C(\C)c2ccncc2)nnc1-c1ccc(C)cc1	-12.3
CC(=O)Nc1ccc(C)c(NC(=S)Nc2ccc(F)cc2)c1	-1.9
Fc1ccc(-c2cc(C(F)(F)C(F)F)[nH]n2)cc1	-1.4
O=C(NCc1csc(-c2cccs2)n1)C1CCCCC1	-1.2
O=C(Nc1ccccc1Cl)Oc1ccc(-c2ccccc2)cc1	5.5

# Rewritten with the structure last: entries from further up.
S1P3 antag,canonical_smiles
-12.3,CCn1c(SCC(=O)N/N=C(\C)c2ccncc2)nnc1-c1ccc(C)cc1
-1.9,CC(=O)Nc1ccc(C)c(NC(=S)Nc2ccc(F)cc2)c1
-1.4,Fc1ccc(-c2cc(C(F)(F)C(F)F)[nH]n2)cc1
-1.2,O=C(NCc1csc(-c2cccs2)n1)C1CCCCC1

# New compounds follow
Molecule	S1P3 antag
CN(C(=S)NC(=O)c1ccccc1)c1c(N)n(Cc2ccccc2)c(=O)[nH]c1=O	-0.8
Cc1cc(CO)nn1-c1ccc([N+](=O)[O-])cc1	-15.0
O=C(Nc1ccc(-c2cn3c(n2)SCC3)cc1)c1ccco1	-5.1
C=CCNC(=S)N1CCN(S(=O)(=O)c2ccc(C)cc2)CC1	-2.7
CCCCC#Cc1ccc(C(=O)NNC(=O)Nc2cc(Cl)cc(Cl)c2)o1	16.1
Cc1cccn2c(=O)c3cc(C(=O)N4CCc5ccccc54)n(C)c3nc12	7.5
CCCn1nnnc1SCC(=O)Nc1sc(C)c(C)c1C#N	5.0
CC1=CC(C)C(/C=N/N=C(N)N)C(C)C1 (stereo not drawn)	13.6
Cc1cc(NC(=O)COC(=O)[C@@H](NS(=O)(=O)c2ccc(Br)cc2)C(C)C)no1	14.1
COc1ccc(OC)c(/C=C2\SC(=S)N(C(C(=O)O)c3ccccc3)C2=O)c1 (stereo not drawn)	15.2
COc1ccc(Cl)cc1S(=O)(=O)N1CCC(O)(c2ccc(Cl)cc2)CC1	-1.8
O=C(CSc1nc2ncc(Cl)cc2[nH]1)NCC(=O)Nc1ccc(F)c(F)c1F	1.1
NC(=O)c1sc2nc3c(cc2c1N)CCCCCC3	-4.5
Cc1nnc(NC(=O)c2ccccc2-c2ccccc2C(=O)O)s1	11.2
CCOC(=O)COc1ccc2c(=O)c(-c3ccccc3)coc2c1	4.1
O=C(O)c1ccc2c(c1)SC1=NS(=O)(=O)CCN12	-6.5
O=C(CSc1cccc2cccnc12)N/N=C/c1ccc(O)cc1	-2.8
N/C(=N\OC(=O)c1cccc(Cn2cc(C(F)(F)F)ccc2=O)c1)c1ccccc1	6.0
CCOc1ccc(Br)cc1CN(CC)CC	-12.5
Cc1ccc2c(CSc3nc4ccccc4c(=O)n3CCCO)cc(=O)oc2c1	-33.0
O=C(Nc1ccc(C2CCCCC2)cc1)C1CCN(c2ncccn2)CC1	9.3
CCN(CC)CCn1c(=N)n(CC(=O)c2ccc(Br)s2)c2ccccc21	2.0
CSc1sc(-c2ccnc(=S)[nH]2)c(-c2ccccc2)c1C#N	-3.4
Cc1cc([N+](=O)[O-])nn1Cc1ccc(C(=O)N/N=C/c2ccc(F)cc2)cc1	-5.1
Cc1nn(Cc2cccc(C(N)=O)c2)c(C)c1Br	-7.0
N#Cc1ccc(Oc2ccc(C(F)(F)F)cc2NC(=O)c2ccc(F)cc2)cc1	6.5
CN1CCCN(C(=O)CC2(CC(=O)O)CCCCC2)CC1	6.8
COc1cc(/C=N\Nc2nc(-c3ccc(C)cc3)c(NC(C)=O)s2)ccc1O	8.5
Cc1cccn2c(=O)c3cc(C(=O)NCc4ccccc4)c(=N)n(CCCN4CCOCC4)c3nc12	-48.5
C(=C\c1ccccc1)/CSc1nc2ncccc2[nH]1	15.7
COC(=O)c1cccc(NC(=O)Cn2cnc3c2c(=O)n(C)c(=O)n3C)c1	-13.0
COc1ccc(OCCCC(=O)Nc2nccs2)cc1	5.6
Cn1c(=O)c2c(nc(SCc3cc4c(cc3Cl)OCO4)n2C)n(C)c1=O	30.7
c1ccc(Cn2c[n+](Cc3ccccc3)cn2)cc1	-3.8
CC1(CCl)N([O-])C2=C(CCCC2)[N+]1=O (stereo not drawn)	7.0
Cc1cccc(Nc2nc(NCc3ccco3)nc(N)c2[N+](=O)[O-])c1	-8.2
Cc1ccc(CNCC(=O)Nc2ccc(N3CCOCC3)cc2)cc1	0.3
Cc1cccc(NNC(=O)C2CCC2)c1	-4.4
C(=N\N1CCN(c2ccccn2)CC1)/c1cccc2ccccc12	2.6
Cc1cc(C)nc(Nc2nc3ccccc3o2)n1	3.1
COc1ccc(/C=C/C(=O)NC(=S)N2CCN(c3ccccn3)CC2)cc1	-0.5
CC(=O)C1C(c2ccc(Br)cc2)c2c(noc2C)CC1(C)O (stereo not drawn)	-12.6
Cc1ccnn1CC(=O)N/N=C/c1cn[nH]c1-c1ccc(F)cc1	-16.9
CC(/C=C/c1ccc2c(c1)OCO2)=N\NC(=O)C(O)c1ccccc1 (stereo not drawn)	-14.3
COc1ccc(C(=O)Nc2nc3cc4c(cc3s2)OCCO4)c(OC)c1	2.8
Cc1ccc(NS(=O)(=O)c2cc(NC(=O)c3cc(=O)[nH]c(=O)[nH]3)ccc2Cl)c(C)c1	14.8
Cc1cc(C)n2cnnc2n1	-7.5
Cc1noc(C)c1COC(=O)c1cc2c(C)nn(-c3ccc(F)cc3)c2s1	-8.0
Cc1ccc(Sc2c([N+](=O)[O-])c(C)nn2C)cc1	-1.2
O=C(CSc1nc(-c2ccccc2)nc2ccc(F)cc12)Nc1cccc(C(=O)O)c1	-10.7
COC(=O)C1(c2ccccc2)NC(c2ccc(O)cc2)C2C(=O)N(c3ccc4c(c3)OCO4)C(=O)C21 (stereo not drawn)	0.6
Cc1ccc(Nc2nnc(SCC(=O)Nc3cc(C(=O)O)ccc3C)s2)c(C)c1	-3.4
CN(C)S(=O)(=O)c1ccc(NC(=O)c2ccc([N+](=O)[O-])cc2)cc1	17.6
Cc1cc(NC(=O)c2ccc([N+](=O)[O-])cc2)n(C)n1	-13.1
CSc1sc(C(=O)N2CCCCC2)c(-c2cccs2)c1C#N	-2.4
NC(=O)NC(=O)CSc1nc2cc([N+](=O)[O-])ccc2n1-c1cccc(C(F)(F)F)c1	3.0

# Further structures follow.
Molecule	S1P3 antag
CC(=O)N(CCC(c1ccco1)C(C)C)Cc1ccc(OC(C)C)cc1 (stereo not drawn)	-1.6
COCCCNC(=S)NNC(=S)Nc1cccc(Cl)c1	5.5
Cn1c(=O)[nH]c(=O)c2c1nc1n2CCCN1Cc1ccccc1	1.4
Nc1[nH]n(-c2ccccc2)c(=O)c1N=Nc1ccccc1	-8.0
Cc1cccc(-c2noc(-c3ccccc3C(=O)NCc3ccco3)n2)c1	-13.7
Cc1ccc(N(CC(=O)NCc2ccco2)C(=O)CCC(=O)Nc2nccs2)cc1	-8.1
O=C(CN1C2CCCC1CC(NC(=O)C1CCCCC1)C2)NCc1ccc(F)cc1 (stereo not drawn)	-6.8
Cc1[nH]c2c(C)cccc2c1CN1CCC(CO)(Cc2ccccc2)CC1	9.0
COc1ccc(CC(=O)Nc2ccccc2N2CCCCC2)cc1OC	-10.9
O=C(O)c1ccc2ncc(NC(=O)c3ccc(F)cc3)c(=O)n2c1	-10.9
COc1ccc(NC(=O)Cc2c(F)c(F)c(F)c(F)c2F)cc1OC	-6.4
Cn1nc(C(=O)OCC(=O)Nc2cccc(S(=O)(=O)N3CCCC3)c2)c2ccccc2c1=O	26.1
COc1ccc(/C(C)=N/NC(=O)CNC(=O)CCc2ccccc2)c(OC)c1	-18.6
O=C(Nc1c(S(=O)(=O)c2ccccc2)csc1Br)c1ccccc1Cl	-8.7
CC1(C)CC(=O)C=C(NCCN2CCN(C(=S)Nc3ccc(F)cc3)CC2)C1	-3.3
CC1=C(C#N)S(=O)(=O)C(C#N)C(c2ccccc2)C1 (stereo not drawn)	4.4
CCOC(=O)Cc1csc(CC(N)=O)n1	4.8
O=C(O)COCc1nc2ccccc2s1	-12.0
COc1cc(/C=C(\C#N)C(N)=O)ccc1OCc1c(C)no[n+]1[O-]	-3.2
CCOC(=O)C1(Cc2cccc(F)c2)CCN(CC(O)CO)CC1 (stereo not drawn)	-14.9
COc1cccc(OCC(O)CN2CCN(c3ccc(Cl)cc3)CC2)c1 (stereo not drawn)	1.7
Nc1ccc(Br)cc1Br	4.7
CN1CCN(c2ccc(CNS(=O)(=O)c3ccccc3)cc2)CC1	-5.3
Cn1ncc(C#N)c1NC(=O)C1CC(c2ccccc2Cl)=NO1 (stereo not drawn)	-12.9
COc1ccc(-c2ncnc(C(F)(F)F)c2-c2csc(C)n2)c(O)c1	5.6
O=C(C[n+]1ccc2ccccc2c1)c1ccccc1	8.0
Cc1cccc(OCCSc2nc(N)cc(N)n2)c1	-13.3
